Source: PubChem BioAssay
TEAD-YAP block = TEAD-YAP interaction inhibition | AID 1259422 | HEK-TIYL cells, TEAD-Gal4/YAP UAS-luciferase luminescence | 1.4% of 640,000 active | inhibition, % at 9.12 µM; in the data active means inhibition above about 32%;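 further: 0% = median of test compound wells and 100% = reference inhibitor wells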
FBW7 act = activators of human E3 ligase FBW7 | AlphaScreen FBW7–phospho-cyclin E peptide binding, activator screen | AID 1259310 | 0.13% of 650,000 active | normalized activity (activation), % at 26.1 µM | Q969H0; in the data active means normalized activity above about 1.9%;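 further: purified mutant Fbw7 with reduced substrate affinity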
MITF inh = human MITF inhibition, primary screen | inhibition, % at 2.6 µM | AlphaScreen MITF homodimerization, bead proximity signal | 0.91% of 650,000 active | AID 1259374 | O75030; in the data active means inhibition above about 50%;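 further: 0% = vehicle wells with protein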
Target sequence (O75030 whole entry, looked up): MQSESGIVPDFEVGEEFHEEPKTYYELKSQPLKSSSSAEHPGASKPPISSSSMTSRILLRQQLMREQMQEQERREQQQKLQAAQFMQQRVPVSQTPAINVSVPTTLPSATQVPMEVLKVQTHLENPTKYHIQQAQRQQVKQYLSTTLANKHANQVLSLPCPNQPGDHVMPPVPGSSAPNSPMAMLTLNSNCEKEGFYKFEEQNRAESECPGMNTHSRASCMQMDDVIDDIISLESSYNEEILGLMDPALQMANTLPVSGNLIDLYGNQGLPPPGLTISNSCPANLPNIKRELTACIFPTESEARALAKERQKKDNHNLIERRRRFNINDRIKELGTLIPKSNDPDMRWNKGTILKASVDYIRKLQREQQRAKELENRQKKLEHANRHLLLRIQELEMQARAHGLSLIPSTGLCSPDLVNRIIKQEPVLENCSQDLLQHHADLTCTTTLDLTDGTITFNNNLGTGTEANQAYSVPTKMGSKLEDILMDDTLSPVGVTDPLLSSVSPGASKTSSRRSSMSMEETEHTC
GPR151 activ = activates the human receptor GPR151. AID 1508602. activation, % at 11.2 µM. PathHunter beta-arrestin GPR151 cells, luminescence. Q8TDV0. 1% of 650,000 active; in the data active means activation above about 4.9%;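 further: 0% = median of compound wells and 100% = cells with positive control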
Target sequence (Q8TDV0 whole entry, looked up): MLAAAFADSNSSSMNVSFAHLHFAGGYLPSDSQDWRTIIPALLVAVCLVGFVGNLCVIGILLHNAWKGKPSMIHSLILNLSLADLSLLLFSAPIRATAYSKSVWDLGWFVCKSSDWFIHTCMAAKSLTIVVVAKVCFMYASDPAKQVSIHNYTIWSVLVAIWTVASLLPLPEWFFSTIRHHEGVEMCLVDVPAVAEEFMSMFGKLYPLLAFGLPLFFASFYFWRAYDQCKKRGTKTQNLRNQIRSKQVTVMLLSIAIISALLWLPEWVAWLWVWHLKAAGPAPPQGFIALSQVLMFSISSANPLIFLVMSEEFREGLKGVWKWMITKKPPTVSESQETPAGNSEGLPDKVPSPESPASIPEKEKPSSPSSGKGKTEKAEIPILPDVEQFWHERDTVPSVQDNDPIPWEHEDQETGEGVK
Numbers without * were called inactive.

compound	TEAD-YAP block	FBW7 act	MITF inh	GPR151 activ
Cc1ccc(NC(=O)Cn2c3ccccc3c(=O)c3cc([N+](=O)[O-])ccc32)cc1F	8	0.5	10	-1.0
Cn1c(=O)c2ncn(CC(=O)N/N=C/c3ccc(O)c(O)c3)c2n(C)c1=O	8	-0.3	50	-0.3
CC(=O)Nc1ccc(/C=C2\SC(=S)N(C)C2=O)cc1	13	-0.1	2	0.0
COc1ccc(OC)c(NS(=O)(=O)c2ccc3c(c2)CCC(=O)N3)c1	6	-0.1	9	-0.1
CC1=C(C#N)C(=O)NC(=O)/C1=C/c1ccc(-c2cccc(C(=O)O)c2)o1	-8	-0.3	36	1.3
CCCN(c1nc(C)c(Cl)c(OC)n1)S(=O)(=O)c1ccc(C)cc1	-19	0.2	-4	-0.1
CC(NS(=O)(=O)c1cccc(Cl)c1)C(=O)Nc1ccc(Br)cc1F (stereo unspecified)	17	-0.1	11	0.2
COc1ccc2oc(=Nc3ccccc3Cl)c(-c3nc4ccccc4[nH]3)cc2c1	-53	0.2	24	0.1
Cc1ccc(-c2cc(C(=O)NCCN(C)C)c3cc(Br)ccc3n2)o1	-10	-0.2	-21	0.0
CCCCc1ccc(N=N/C(C(=O)Nc2ccc(NC(C)=O)cc2OC)=C(/C)O)cc1	-14	-0.1	-3	-0.2
O=C(CCCc1nc(-c2ccccc2)no1)Nc1cccnc1	-3	-0.2	-5	-2.3
COc1cccc(NC(=O)CSc2nc3ccccc3c(=O)n2CCc2ccc(OC)c(OC)c2)c1	-1	-0.1	4	5.0*
Cc1ccc(C2CC(c3ccccc3F)n3nnnc3N2)cc1C (stereo unspecified)	6	0.1	-2	-1.3
COC(=O)c1ccccc1NC(=O)c1sc2ncn(CC(=O)Nc3ccc(C)c(Cl)c3)c(=O)c2c1C	-5	0.0	3	-0.7
CN(C)CCCN1C(=O)c2oc3ccc(F)cc3c(=O)c2C1c1cccc(Cl)c1 (stereo unspecified)	0	-0.2	1	-1.8
O=c1ccnc(SCc2ccc(Cl)cc2)[nH]1	9	0.1	-1	0.4
COc1ccc(-n2nnnc2SC(C)C)cc1	15	-0.1	-3	1.0
CC(C)(C)c1cc(-c2nc3ccccc3[nH]2)n[nH]1	96*	-0.1	-2	-10
CCCN(c1ccc(C(C)C)cc1)S(=O)(=O)c1c(C)noc1C	4	-0.1	0	-0.6
COc1ccc(N=C2SC(CC(=O)NCc3ccccc3)C(=O)N2C)cc1 (stereo unspecified)	9	-0.1	3	0.4
CC(=O)Nc1ccc(Oc2cc(C#N)c(C#N)cc2N2CCOCC2)cc1	2	0.0	10	-0.2
COc1ccc2c(c1)C(=O)N(c1ccccc1)C(=O)C2(C)C	-5	0.8	14	-3.0
Cc1sc2nc(SCc3cccc(C(F)(F)F)c3)n(-c3ccccc3)c(=O)c2c1C	-4	-0.1	-13	-0.1
CCOC(=O)C1=C(N)OC2=C(C(=O)CCC2)C1c1cccnc1 (stereo unspecified)	5	0.0	-3	0.3

Compounds from the list above containing an NH in an aromatic ring (three):
compound	TEAD-YAP block	FBW7 act	MITF inh	GPR151 activ
COc1ccc2oc(=Nc3ccccc3Cl)c(-c3nc4ccccc4[nH]3)cc2c1	-53	0.2	24	0.1
O=c1ccnc(SCc2ccc(Cl)cc2)[nH]1	9	0.1	-1	0.4
CC(C)(C)c1cc(-c2nc3ccccc3[nH]2)n[nH]1	96*	-0.1	-2	-10

Further structures follow:
compound	TEAD-YAP block	FBW7 act	MITF inh	GPR151 activ
C=CCn1c(=O)c(C(=O)NCCc2ccccc2)c(O)c2ccccc21	-9	-0.1	7	0.9
Cc1cc(C(F)F)n2ncc(C(=O)N3CCN(c4ccccn4)CC3)c2n1	6	0.0	4	1.6
COCC(C)NCc1ccc2ccccc2c1 (stereo unspecified)	-3	-0.1	24	0.0
CCNC(=O)/C(=C\c1ccccc1)NC(=O)/C=C/c1ccccc1	6	-0.2	-13	0.8
COc1ccc(NC(=O)CSc2nnc(C(C)NC(=O)c3ccccc3C)n2C)cc1 (stereo unspecified)	3	0.9	9	2.7
Clc1ccc(CC(Cc2nc3ccccc3[nH]2)c2nc3ccccc3[nH]2)cc1 (stereo unspecified)	9	0.0	10	0.4
CCOC(=O)c1nnn(-c2nonc2N)c1-c1ccccc1	9	0.6	6	1.1
CC1=NN(c2ccc(Cl)c(Cl)c2)C(=O)/C1=C/c1ccc(N2CCOCC2)cc1	4	1.0	18	-0.2
O=C(O)CCCCn1c(SCC(=O)Nc2ccccc2C(F)(F)F)nc2ccsc2c1=O	0	0.3	3	-1.6
CCOC(=O)c1c(NC(=O)Cc2ccccc2)sc2c1CCCCC2	8	0.0	4	0.8
CC1CCc2c(nc3ncnn3c2N2CCCC2)C1 (stereo unspecified)	-15	0.1	-4	-0.8
CCC(=C(c1ccc(OC)cc1)c1ccc(OC)cc1)c1cn(CC(O)CN2CCN(C)CC2)c2ccccc12 (stereo unspecified)	-9	-0.1	29	-0.8
Cc1noc(C)c1CSc1cc(C)c2ccccc2n1	-2	0.3	-14	-0.4
Cc1ccnc(Nc2nc(-c3cccs3)cs2)c1	-30	0.3	26	-0.5
Cc1sc2ncn(CC(=O)N3CCC(Cc4ccccc4)CC3)c(=O)c2c1S(=O)(=O)N1CCOCC1	-4	0.6	-6	1.3
CCn1c(N2CCC(C(=O)NCCc3c[nH]c4ccc(OC)cc34)CC2)nc2ccccc21	11	-0.2	3	0.3
O=C(/C=C/c1ccccc1)NCC(=O)N/N=C/c1ccco1	-7	-0.1	7	-0.6
Cc1c(C(=O)Nc2ccc(Cl)c(Cl)c2)sc2ncn(Cc3cccc(F)c3)c(=O)c12	-2	0.8	27	-1.0
Cc1cc(C)c2oc(-c3cccc(NC(=O)c4ccccc4F)c3)nc2c1	10	-0.1	10	-1.4
CCCC(=N)C1=C(O)CC(C)(C)CC1=O	12	-0.1	2	0.6
CC1CC1C(=O)N1CCN(c2ccccc2F)CC1 (stereo unspecified)	-8	0.2	-4	0.3
COC(=O)c1sc2ccccc2c1NC(=O)c1ccc(S(=O)(=O)N2CCCc3ccccc32)cc1	5	-0.1	-3	0.8
CC(=O)N(C(=O)/C=C\c1ccccc1)S(=O)(=O)c1ccc(N=NN2CCOCC2)cc1	-3	1.7	11	1.0
Nc1cc(N)cc(C(=O)OCc2nc3cc4ccccc4cc3[nH]2)c1	-8	-0.3	20	-1.1
Cc1cc(SCC(=O)N(Cc2ccccc2)C2CCS(=O)(=O)C2)nc2ccccc12 (stereo unspecified)	-2	-0.3	-7	-0.1
COc1ccc(CNC(=O)c2ccccc2C)cc1	2	0.1	-1	-0.2
CN(Cc1cccc(OC2CCN(C(=O)c3n[nH]c4c3CCC4)CC2)c1)Cc1ccon1	14	-0.1	-5	1.2
O=C(CN1CCOCC1)Nc1c2c(nc3c1CCC3)CCCC2	-1	-0.1	1	-0.9
CCc1cccc(C)c1NC(=O)c1ccccc1Br	2	0.3	18	1.4
O=C(c1cn(-c2ccc3[nH]ncc3c2)nn1)N1CCN(Cc2ccc(Cl)cc2)CC1	19	-0.1	-5	0.6
CCOc1ccc(/C(O)=C2/C(=O)C(=O)N(Cc3cccnc3)C2c2ccc(C(C)(C)C)cc2)cc1C (stereo unspecified)	9	0.1	17	0.2
CCOC(=O)C1=C(C)NC(C(=O)NCc2ccc(OC)cc2)CS1 (stereo unspecified)	-7	0.1	-5	3.0
CCN(CC)S(=O)(=O)c1cccc(-c2n[nH]c(=S)n2C)c1	-2	-0.1	-4	0.2
CC(C)(C)c1ccc(C(=O)CCCN2CCC(OC(c3ccccc3)c3ccccc3)CC2)cc1	-1	-0.1	3	-0.4
COc1ccc(CN2CCN(Cc3cccc(C)c3)CC2)c(OC)c1	-4	-0.2	69*	-1.5
O=C(NCCc1ccccc1)c1c(O)c2c([nH]c1=O)CCCC2	-9	0.9	13	-1.7
Nc1c(Cl)cc(Cl)cc1C(=O)OCC(=O)N1CCN(C(=O)c2ccco2)CC1	4	-0.1	16	0.0
COc1cc(/C=N/NC(=O)COc2cc(C(C)C)ccc2C)cc(OC)c1O	13	0.7	-2	-1.2
CC(C)(C)CNC(=O)c1cnc2scc(-c3ccccc3)n2c1=O	4	-0.3	6	0.6
COc1ccccc1NS(=O)(=O)c1cccc(C)c1	2	-0.1	-1	-0.6
CC(=O)Oc1ccccc1C(=O)NCC1CCCO1 (stereo unspecified)	-9	0.0	-13	-1.0
Cc1ccc(NC(=O)c2ccc(CNc3c(N4CCOCC4)c(=O)c3=O)cc2)cc1F	-7	-0.1	1	5.0*
CCn1c(=O)c2c(nc3n(-c4ccccc4)c(-c4ccccc4)cn23)n(C)c1=O	10	0.2	10	-0.1
CCCSc1nnc(NC(=O)c2ccccc2OC)s1	-44	0.3	5	0.9
COC(=O)c1c(NC(=S)NC(=O)c2ccccc2)sc2c1CCCC2	-6	0.2	-7	-0.7
COc1ccc(-n2c(CNC(=O)COc3ccc(Cl)cc3)n[nH]c2=S)cc1	-21	-0.2	-3	0.5
COCCn1nnnc1C(c1ccc(Cl)cc1)N1CCN(C(=O)c2ccco2)CC1 (stereo unspecified)	-3	0.1	-10	-1.3
CC1=C(C(=O)OC(C)C)C(c2cn(-c3ccccc3)nc2-c2ccc(Br)cc2)C(C(=O)OC(C)C)=C(C)N1	-5	0.2	13	0.3
O=C(Nc1ccccc1C(=O)N1CCN(c2ccccc2)CC1)c1cccc(S(=O)(=O)N2CCCC2)c1	6	-0.1	-5	2.7
N#Cc1c2c(c(=O)oc3ccccc32)c(=O)n2nc3n(c12)CCCCC3	-2	0.3	11	-1.1
COc1ccccc1NC(=O)COc1cc(C(C)(C)C)nn1-c1nc(C)cc(C)n1	-6	0.0	2	1.0
NC(=O)C1CCCN(Cc2ccc3c(c2)CN(CCc2ccccc2)CCO3)C1 (stereo unspecified)	-2	0.6	9	-0.6
OC1(c2cccnc2)CCN(CC2CCCCC2)CC1	-2	0.0	-5	1.1
Cc1ccc(C)c(OCC(=O)Nc2ccc3c(c2)C(=O)NC3=O)c1	-1	0.3	16	-0.3
CN(Cc1ccccc1)C(=O)c1ccc(N2CC3CC(C2)c2cccc(=O)n2C3)c(NC(=O)c2ccccc2Br)c1 (stereo unspecified)	-2	0.0	10	-0.1
Cc1c(NC(=O)CN(c2cc(C(F)(F)F)ccc2Cl)S(C)(=O)=O)c(=O)n(-c2ccccc2)n1C	10	0.2	17	1.0
COc1ccc2c(c1)cc(C)c1nn(CC(=O)N3CCCCC3C)c(=O)n12 (stereo unspecified)	4	1.0	22	-1.4
COc1ccc(C(=O)CSc2nnc(-c3ccc4c(c3)OCO4)o2)cc1OC	1	0.1	86*	-0.3
COC(=O)CCc1sc(NC(=O)CSCC(=O)O)nc1-c1ccc(OC)cc1	4	-0.1	-4	0.3
CCCNC(=O)c1cc(CC(C)C)on1	-49	0.0	-5	3.7

(further entries)
compound	TEAD-YAP block	FBW7 act	MITF inh	GPR151 activ
CC(C)c1ccc(-n2nnc(C(=O)N3CCCCC3)c2-n2cccc2)cc1	5	0.5	7	-0.4
CCOC(=O)CCC(=O)Nc1ccc(S(=O)(=O)N2CCc3ccccc32)cc1	3	0.0	-13	0.0
Cc1csc(C(=O)O)c1NC(=O)c1ccc(F)cc1	-2	0.2	-1	1.0
COC(=O)c1ccc2c(=O)n3nc(Nc4cc(F)ccc4F)sc3nc2c1	-2	0.1	-2	0.7
c1ccc2[nH]c(SN3CCOCC3)nc2c1	3	-0.1	-4	1.1
CC(=O)Nc1ccc(CN2CCc3c([nH]c4ccccc34)C2c2ccccn2)s1 (stereo unspecified)	34*	-0.2	3	1.1
C/C=C/c1cnc(-c2cccnc2)nc1C1CCN(C(=O)CCC(C)C)CC1	5	0.0	10	-1.3
CCCSc1nnc2c(n1)OC(c1cccs1)Nc1ccccc1-2 (stereo unspecified)	-28	0.1	17	-0.4
CC(=O)Nc1ccc(-c2ccc3c(c2)COC2(CCN(C(C)=O)CC2)O3)cc1	-5	0.0	4	-0.1
Fc1cccc(Cl)c1CNCc1ccncc1	0	0.8	25	-1.9
Cn1ccc2cc(-c3cc(NCc4cccnc4)nc(N)n3)ccc21	-8	0.0	16	3.2
COc1ccccc1N1CCN(C(CNC(=O)c2ccc(F)cc2)c2cccnc2)CC1 (stereo unspecified)	2	-0.1	-12	0.6

Profiles, quoted from the list. Screens in order: TEAD-YAP block	FBW7 act	MITF inh	GPR151 activ
CC(C)c1ccc(-n2nnc(C(=O)N3CCCCC3)c2-n2cccc2)cc1 is listed with 5	0.5	7	-0.4
CCOC(=O)CCC(=O)Nc1ccc(S(=O)(=O)N2CCc3ccccc32)cc1 is listed with 3	0.0	-13	0.0
Cc1csc(C(=O)O)c1NC(=O)c1ccc(F)cc1 is listed with -2	0.2	-1	1.0

(next part)
compound	TEAD-YAP block	FBW7 act	MITF inh	GPR151 activ
COC(=O)c1cc(S(=O)(=O)N2CCC(C)CC2)ccc1F	7	0.9	18	12*
CC1CCN(C2=NC(=O)/C(=C\c3cccc4ccccc34)S2)CC1	-6	-0.1	12	-0.1
CCOc1ccc(CN2CCN(Cc3ccc([N+](=O)[O-])cc3)CC2)cc1	20	0.0	4	-0.7
N#C/C(=C\c1cccc(Br)c1)C(=O)Nc1ccc([N+](=O)[O-])cc1	-2	0.0	14	1.3
